TbPYK inhibitor = inhibitors of Trypanosoma brucei pyruvate kinase; Q57TT1; TbPYK enzyme, Kinase-Glo Plus ATP luminescence, 45 min; Potency, µM (top dose mostly 76.8 µM), inactives show at the highest dose activity, negative = inhibition, usual class: inhibitors; 410,000 compounds, 0.12% hits; note: potency is the fitted concentration of half-maximal effect; % is set by controls: 0 for no effect and ±100 for the full control effect; nearly all actives have a fitted effect of over 50% in size
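Luminescence from Kinase-Glo Plus, added after a 45-minute room-temperature reaction, served as the end-point read-out. The enzyme and substrate were preincubated with compound before ADP (130 uM final) initiated turnover. Concentration-effect curves came from normalized qHTS data.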
Pf growth 96h = inhibits malaria parasite growth, 96 h. P. falciparum luciferase reporter growth, 96 h. 320,000 compounds, 6.9% hits. Potency, µM (titrated, usually from 28.7 µM), inactives show top-dose activity change, negative = inhibition, actives largely listed as inhibitors; note: potency is the fitted concentration of half-maximal effect; % is set by controls: 0 for no effect and ±100 for the full control effect
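Cell-based qHTS: luciferase-tagged P. falciparum in erythrocytes (2% hematocrit, 0.05% parasitemia final) incubated with compounds for 96 hours, 37 C, 5% CO2; luciferase detection reagent then added and luminescence measured.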
LmPK inh = blocks Leishmania mexicana pyruvate kinase activity. Q27686. purified LmPK, Kinase-Glo ATP luminescence, 1 h. Potency, µM (series often up to 57.5 µM), without a hit: at the highest dose activity change, negative = inhibition, most hits filed as inhibitors. 290,000 compounds, 0.37% hits; note: potency is the fitted concentration of half-maximal effect; % is set by controls: 0 for no effect and ±100 for the full control effect
Target sequence (Q27686 whole entry, looked up): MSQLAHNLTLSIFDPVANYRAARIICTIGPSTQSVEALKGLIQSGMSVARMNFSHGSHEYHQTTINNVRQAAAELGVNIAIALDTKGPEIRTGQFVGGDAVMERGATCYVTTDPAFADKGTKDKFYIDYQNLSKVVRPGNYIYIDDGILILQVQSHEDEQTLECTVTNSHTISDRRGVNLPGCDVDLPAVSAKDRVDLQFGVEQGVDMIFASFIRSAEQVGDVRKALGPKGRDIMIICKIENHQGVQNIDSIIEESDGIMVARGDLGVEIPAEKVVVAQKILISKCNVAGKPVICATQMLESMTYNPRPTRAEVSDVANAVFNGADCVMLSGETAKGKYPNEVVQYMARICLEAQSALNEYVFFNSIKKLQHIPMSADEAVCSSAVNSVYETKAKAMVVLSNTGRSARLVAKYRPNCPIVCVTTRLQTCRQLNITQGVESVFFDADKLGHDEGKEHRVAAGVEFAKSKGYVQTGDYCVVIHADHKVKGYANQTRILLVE
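Pyruvate kinase activity monitored as ATP production (luciferase luminescence). Conditions: 0.1 nM enzyme, 0.5 mM PEP, 0.1 mM ADP, 1 h, RT; normalized against uninhibited and no-enzyme wells.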
Shiga toxin inh = inhibitors of Shiga toxin in Vero cells; Vero cells, Shiga toxin protein synthesis inhibition reporter; inhibition, % at 38.7 µM; 290,000 compounds, 9.2% hits; AID 2315; in the data active = inhibition mostly above about 28%, no sharp cut-off; inactive = mostly below about 43%; note: 0% is about no effect
AmpC no deterg = blocks E. coli AmpC beta-lactamase in detergent-free assay; P00811; AmpC nitrocefin hydrolysis, absorbance 480 nm, 0.0001% Triton; Potency, µM (titrated, usually from 57.1 µM), without a hit: at the highest dose activity change, negative = inhibition, actives largely listed as inhibitors; 330,000 compounds, 0.52% hits;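 note: potency is the fitted concentration of half-maximal effect; plate controls were no compound for no effect and no enzyme for full effect; nearly all actives have a fitted effect of over 20% in size; some results filed as inactive show a strong effect at the top dose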
Target sequence (P00811 whole entry, looked up): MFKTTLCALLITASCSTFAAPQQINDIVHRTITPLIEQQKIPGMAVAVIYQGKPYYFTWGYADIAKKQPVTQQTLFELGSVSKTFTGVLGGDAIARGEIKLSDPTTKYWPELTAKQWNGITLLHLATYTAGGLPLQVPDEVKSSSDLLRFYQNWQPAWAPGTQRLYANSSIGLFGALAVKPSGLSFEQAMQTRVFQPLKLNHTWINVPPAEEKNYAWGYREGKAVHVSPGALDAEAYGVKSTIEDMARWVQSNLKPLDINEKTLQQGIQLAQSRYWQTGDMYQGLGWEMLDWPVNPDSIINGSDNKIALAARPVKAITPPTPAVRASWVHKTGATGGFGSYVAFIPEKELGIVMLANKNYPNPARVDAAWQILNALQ
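AmpC (5.3 nM in the dispensed reagent) in 20 mM phosphate pH 7.0 with 0.01% (detergent screen) or 0.0001% Triton X-100 was preincubated with compounds for 15 min at room temperature. Nitrocefin was then added from an 800 uM solution, and hydrolysis was followed at 480 nm.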
Pf growth 48h = inhibits P. falciparum growth in the first generation, 48 h | 310,000 compounds, 5.9% hits | P. falciparum luciferase growth in erythrocytes, 48 h | Potency, µM (top dose mostly 28.7 µM), without a hit: top-dose activity change, negative = inhibition, usual class: inhibitors; note: potency is the fitted concentration of half-maximal effect; % is set by controls: 0 for no effect and ±100 for the full control effect
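Growth was read as firefly luciferase luminescence after a 48 h, 37 C, 5% CO2 exposure of compounds to reporter-bearing P. falciparum cultures (0.1% parasitemia, 2% hematocrit final) in Albumax-supplemented RPMI 1640.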
CHX counter = counter-screen hit for Shiga toxin inhibitors, cycloheximide; AID 2314; max response, %; 300,000 compounds, 12% hits; cell reporter, cycloheximide protein synthesis inhibition counterscreen; in the data active = max response mostly above about 13%, no sharp cut-off; inactive = mostly below about 14%; note: read at 38.3 µM for the half of the compounds with a filed dose; 0% is about no effect
The depositor's hits bear a star; ? = inconclusive; / = not tested or not shown; & = joins results of further samples; [ ] = remark or other dose. Unless noted, calls come from the whole dose curve; as a rule, active = well fitted curve in the direction sought with a large enough effect; inconclusive = small, poorly fitted or top-dose-only effect, or another doubt; inactive = no such curve, though single readings can be large; an effect the other way counts as inactive or inconclusive.

[1] CC(C)C[C@H](NC(=O)c1[nH]cnc1C(=O)Nc1ccccc1)C(=O)OC(C)(C)C
[2] Cc1ccc(C(=O)ONc2ccc(N=O)cc2)cc1
[3] COc1ccc(O)c(/C=N/N=C/c2cccc([N+](=O)[O-])c2)c1
[4] COC(=O)c1ccc(C(=O)OC)c(NC(=S)N2CCN(c3ccccn3)CC2)c1
[5] CCN(CC)CCNC(=O)c1ccc(Sc2ccc(Cl)cc2)c(NC(C)=O)c1
[6] N/C(CN1CCCC1=O)=N\OC(=O)c1ccc(Cl)cc1
[7] O=C(Cc1ccc([N+](=O)[O-])cc1)c1c(O)cc(O)cc1O
[8] CCCn1nnc(NC(=O)/C=C/c2ccco2)n1
Screen / compound no.	1	2	3	4	5	6	7	8
TbPYK inhibitor	-3%	?	0%	-1%	-5%	5%	6%	-4%
Pf growth 96h	?	42%[activator]	?	?	16%	12µM*	2%	36%[activator]
LmPK inh	1%	10µM*	-3%	4%	4%	-1%	2%	-1%
Shiga toxin inh	-1	85*	1	9	-6	-4	19	17
AmpC no deterg	40%	-22%	-9%	15%	70%[activator]	-1%	-47%	-7%
Pf growth 48h	13µM*	98%[activator]	3%	?	?	1%	3%	40%[activator]
CHX counter	-1	46*	-1	9	3	15*	16*	14

[9] Cc1ccccc1CS(=O)(=O)CCC(=O)NCCN1CCN(c2cccc(Cl)c2)CC1
[10] Cc1ccc(Cc2cnc(NC(=O)/C(C#N)=C/c3ccc(-c4cccc([N+](=O)[O-])c4)o3)s2)cc1
[11] COc1ccc(C2=NN(C(=O)CCC(=O)O)C(c3ccc(OC)cc3)C2)cc1 (centres undefined)
[12] COc1ccccc1C(O)(C(=O)NN(C)c1ccccc1)c1ccccc1OC
[13] COC(=O)c1ccc(Cn2cnc3c(cnn3-c3ccc(Cl)cc3)c2=O)o1
[14] COc1ccc(N2CC(C(=O)Nc3cc(C)on3)CC2=O)cc1 (centres undefined)
[15] Oc1ccc(C[C@H]2CNCCN2CCc2cc(C(F)(F)F)cc(C(F)(F)F)c2)cc1
[16] CCN(Cc1nc2cc(Cl)ccc2c(=O)[nH]1)C(=O)c1nn(C)c(=O)c2ccccc12
Screen / compound no.	9	10	11	12	13	14	15	16
TbPYK inhibitor	-2%	-3%	-9%	-5%	0%	0%	0%	3%
Pf growth 96h	-8%	49%[activator]	?	9%	2%	0%	?	?
LmPK inh	-3%	-1%	1%	1%	0%	3%	/	/
Shiga toxin inh	-16	20	7	-5	-11	11	/	/
AmpC no deterg	175%[activator]	-36%	19%	-10%	-22%	1%	61%[activator]	-19%
Pf growth 48h	-16%	32%[activator]	-9%	-5%	6%	1%	9.3µM*	8.3µM*
CHX counter	-3	0	-2	11	-4	4	/	/

[17] Oc1ccc(/C=N/N2CCN(c3ccccn3)CC2)cc1
[18] CN(C)C(=O)CSc1nnc2sc3ccccc3n12
[19] O=C(C1CC1)N1CCc2cc(S(=O)(=O)NCCCN3CCCCC3)ccc21
[20] O=C(Nc1ccc(S(=O)(=O)NC2CCCCC2)cc1)c1ccc(Br)o1
[21] Cc1nn(-c2cc(N3CCOCC3)ccc2N)c(=O)c2ccccc12
[22] COc1ccc(CNc2nc3ccccc3n2Cc2ccc(C)cc2)cc1OC
[23] Cc1cc(C)c(C)c(OCCNCc2ccccc2)c1
[24] O=C(NC(=S)Nc1ccc2[nH]c(=O)[nH]c2c1)c1ccccc1[N+](=O)[O-]
Screen / compound no.	17	18	19	20	21	22	23	24
TbPYK inhibitor	-2%	-1%	4%	1%	2%	4%	22%	4%
Pf growth 96h	97%[activator]	103%[activator]	?	/	-5%	?	12µM*	?
LmPK inh	2%	-2%	-1%	0%	0%	-3%	-8%	-10%
Shiga toxin inh	101*	19	5	-14	4	-2	-1	48*
AmpC no deterg	-7%	-10%	-10%	-23%	-7%	87%[activator]	-3%	-4%
Pf growth 48h	64%[activator]	/	?	?	-12%	?	-20%	26%
CHX counter	27*	-1	12	-2	-2	-4	-1	46*

[25] CCOc1ccc(C2(C)CC(=O)N(C)C2=O)cc1 (centres undefined)
[26] COc1ccc2[nH]cc(CCNC(=O)C3CCCO3)c2c1 (centres undefined)
[27] COCCCNc1nc2c(-c3cccc(C(F)(F)F)c3)nnn2c2ccccc12
[28] CC1COC2C(O1)N(S(C)(=O)=O)CCN2S(C)(=O)=O (centres undefined)
[29] COc1ccccc1N1CCN(C2CC(=O)N(c3cccc(Br)c3)C2=O)CC1 (centres undefined)
[30] Cn1c2ccccc2c2ncn(Cc3ccco3)c(=O)c21
[31] O=C(c1ccccc1)c1ccc(N2CCN(C(=O)c3cccc(F)c3F)CC2)c(F)c1
[32] CCN1CCN(C(=O)CS(=O)(=O)Cc2nc(-c3cccc(OC)c3)oc2C)CC1
Screen / compound no.	25	26	27	28	29	30	31	32
TbPYK inhibitor	5%	3%	8%	3%	2%	9%	4%	-2%
Pf growth 96h	-16%	124%[activator]	?	30%	6%	35%[activator]	-102%	1%
LmPK inh	-6%	6%	-2%	5%	-4%	2%	-11%	7%
Shiga toxin inh	-17	5	19	-8	-6	-6	20	-6
AmpC no deterg	-6%	-5%	-12%	-1%	52%	-18%	42%	40%
Pf growth 48h	-8%	-20%	5%	39%[activator]	8%	-10%	?	13%
CHX counter	1	6	-2	0	1	-2	9	0

[33] O=C(N[C@@H](Cc1ccc(Br)cc1)C(=O)O)OCC1c2ccccc2-c2ccccc21
[34] C/C(N)=C(/C#N)C(=O)CSc1nnc(Nc2cccc(C)c2C)s1
[35] Cc1ccc(NC(=O)CN(C)C(=O)c2ccc(Cl)c([N+](=O)[O-])c2)cc1
[36] CCS(=O)(=O)/N=C(\N)c1ccccc1
[37] C=CCn1c(SCC(=O)Nc2ccc(C(=O)OCC)cc2)nnc1-c1cccs1
[38] CCN(CC)CC#CC(O)(c1ccccc1)c1ccccc1
[39] CC(C)N(Cc1ccccc1)C(=O)COC(=O)c1ccc(O)cc1
[40] Cc1ccccc1NC(=O)C(C)OC(=O)CNS(=O)(=O)c1ccc(C#N)cc1 (centres undefined)
Screen / compound no.	33	34	35	36	37	38	39	40
TbPYK inhibitor	-3%	2%&-3%	-9%	-1%	-3%	-1%	-1%	-7%
Pf growth 96h	0%	17%	-11%	38%[activator]	256%[activator]	19%	?	16%
LmPK inh	-2%	-4%	5%	2%	-3%	-5%	/	/
Shiga toxin inh	11	40*	16	22	-7	-11	/	/
AmpC no deterg	30%	-11%	0%	-21%	-14%	-14%	-31%	-7%
Pf growth 48h	32%[activator]	?	10%	8%	9%	131%[activator]	?	?
CHX counter	6	22*	14	30*	1	-2	/	/

Copied from the list.
cpd 36 in CHX counter → 30*
cpd 35 in AmpC no deterg → 0%

(listing goes on)
[41] COc1ccc(S(=O)(=O)c2cnc3ccc(OC)cc3c2N2CCC3(CC2)OCCO3)cc1
[42] N#Cc1ccccc1OCCn1cncn1
[43] CC(C)OCCCN(C)C1CCN(S(=O)(=O)c2ccc(-c3ccc(=O)[nH]n3)s2)CC1
[44] Cn1cc(C(=O)C(=O)N2CCCc3ccccc32)c2ccccc21
[45] COc1ccc(C2/C(=C(\O)c3ccc(OC)c(Cl)c3)C(=O)C(=O)N2CCN(C)C)cc1 (centres undefined)
[46] C=CCn1c(SCC(C)=O)nc2scc(-c3ccc(C)o3)c2c1=O
[47] COC(=O)c1ccc(C(=O)N2CCCC(Nc3ccc(C(C)C)cc3)C2)cc1 (centres undefined)
[48] OC(c1ccccn1)c1c[nH]c2ccccc12 (centres undefined)
Screen / compound no.	41	42	43	44	45	46	47	48
TbPYK inhibitor	-10%	7%	-3%	-1%	1%	-15%	0%	-7%
Pf growth 96h	8.3µM*	-5%	63%[activator]	104%[activator]	-15%	14%	?	/
LmPK inh	1%	2%	6%	-1%	0%	-11%	6%	-1%
Shiga toxin inh	-11	-3	-6	25	15	19*	1	-7
AmpC no deterg	78%[activator]	-9%	47%	-18%	-14%	-16%	96%[activator]	-21%
Pf growth 48h	?	14%	?	3%	15%	143%[activator]	32%[activator]	24%
CHX counter	1	-2	-2	-14	-4	20*	-2	-4

[49] CCCCN(C(=O)c1ccc(Cl)c([N+](=O)[O-])c1)c1c(N)n(CCC)c(=O)[nH]c1=O
[50] C[C@@H]1NC(=O)[C@H](CCC(N)=O)NC(=O)c2cc([N+](=O)[O-])cc(I)c2NCCC[C@@H](C(N)=O)NC1=O
[51] CC(=O)N1CCN(Cc2nc(-c3cccc(Cl)c3)no2)CC1
[52] COCCN1C(=O)c2ccc(C(=O)Nc3nccs3)cc2C1=O
[53] O=C(c1ccc(S(=O)(=O)NCc2ccco2)cc1)N1CCN(Cc2ccccc2)CC1
[54] O=S(=O)(NCCOC12CC3CC(CC(C3)C1)C2)c1cccc2nsnc12
[55] Cc1cc(C)c(C)c(S(=O)(=O)N2CCN(C(=O)c3ccc4c(=O)n5c(nc4c3)CCC5)CC2)c1C
[56] CCCCN(CCCC)CCNC(=O)CN1C(=O)CSc2ccc(S(=O)(=O)N3CCCCC3)cc21
Screen / compound no.	49	50	51	52	53	54	55	56
TbPYK inhibitor	2%	-1%	3%	-7%	3%	0%	2%	-5%
Pf growth 96h	?	13%	12%	4%	-3%	-29%	?	?
LmPK inh	-1%	0%	9%	-6%	3%	-7%	/	2%
Shiga toxin inh	-8	-4	43*	17	6	-3	/	5
AmpC no deterg	-15%	1%	0%	-8%	25%	-24%	285%[activator]	43%
Pf growth 48h	7%	32%[activator]	25%	2%	0%	-26%	?	?
CHX counter	0	3	18*	21	1	0	/	-3

Of the compounds above, these have a cyano group:
[10] Cc1ccc(Cc2cnc(NC(=O)/C(C#N)=C/c3ccc(-c4cccc([N+](=O)[O-])c4)o3)s2)cc1
[34] C/C(N)=C(/C#N)C(=O)CSc1nnc(Nc2cccc(C)c2C)s1
[40] Cc1ccccc1NC(=O)C(C)OC(=O)CNS(=O)(=O)c1ccc(C#N)cc1 (centres undefined)
[42] N#Cc1ccccc1OCCn1cncn1
Screen / compound no.	10	34	40	42
TbPYK inhibitor	-3%	2%&-3%	-7%	7%
Pf growth 96h	49%[activator]	17%	16%	-5%
LmPK inh	-1%	-4%	/	2%
Shiga toxin inh	20	40*	/	-3
AmpC no deterg	-36%	-11%	-7%	-9%
Pf growth 48h	32%[activator]	?	?	14%
CHX counter	0	22*	/	-2
